Eya2 inh = inhibitors of human Eya2 phosphatase activity; AID 488837; O00167; actives 0.006% (n = 330,000); Potency, µM (series often up to 76.9 µM), inactives show top-dose activity, negative = inhibition, actives largely listed as inhibitors; recombinant Eya2, OMFP fluorescence dephosphorylation (OMFP is methylfluorescein phosphate); note: potency is the fitted concentration of half-maximal effect; % is set by controls: 0 for no effect and ±100 for the full control effect
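Eya2 protein (added as 0.2 uM solution) was preincubated with compound for 10 min at ambient temperature in 50 mM HEPES pH 7.5, 50 mM NaCl, 5 uM MgCl2, 0.05% BSA, 1 mM DTT. OMFP (added at 50 uM) then reacted 10 min; fluorescence read at 485/525 nm.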
GALK inh = inhibitors of human galactokinase; P51570; Purified GALK, Kinase-Glo residual ATP luminescence; Potency, µM (top dose mostly 57.5 µM), for inactives: at the highest dose activity change, negative = inhibition, most hits filed as inhibitors; actives 0.007% (n = 270,000); AID 1868; note: potency is the fitted concentration of half-maximal effect; % is set by controls: 0 for no effect and ±100 for the full control effect
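Galactose (100 uM) and ATP (35 uM) were turned over by 5 nM GALK for 1 h at RT. Kinase-Glo Plus then converted the remaining ATP into a luminescent signal.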
BCR signal inh = chronic active BCR signaling inhibition; AID 493014; actives 0.05% (n = 340,000); ABC-DLBCL IkBa-CBG/CBR reporter, luminescence ratio, 4 h; Potency, µM (highest dose often 46.1 µM), without a hit: top-dose ratio change, negative = lower green/red ratio, hits mostly inhibitors; active = well fitted inhibition curve with a large enough effect in the signal ratio, with a control signal flat, not every such curve was filed as active; inconclusive = small, poorly fitted or top-dose-only effect, or effect the other way, or a change in a side signal; the % refers to the signal ratio;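 note: potency is the fitted concentration of half-maximal effect; plate controls were basal doxycycline-induced cells for no effect and cells given 10 µM MG132 for full effect; MG132 reads +100%, hits lower the ratio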
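TMD8 human ABC-DLBCL cells with doxycycline-inducible IκBα–green luciferase fusion and unfused red luciferase, in 0.5% FBS medium; compounds up to 46 uM, 4 h at 37C. Green/red luminescence ratio, filter-overlap corrected, fitted to concentration-response curves.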
TSHR antagonist = human thyrotropin receptor antagonism; P16473; TSHR-expressing cells, TSH-stimulated cAMP HTRF, 2 h; hits give low values; activity change, negative = inhibition, % at 11.5 µM; actives 0.2% (n = 330,000); AID 504810;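 active = activity change below a set negative limit, meaning inhibition stronger than a set level, cut at about -70% in these data; inconclusive = activity change between two set negative limits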; note: % is set by controls: 0 for no effect and ±100 for the full control effect
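Freshly harvested TSHR cells receive pin-tooled compound, then EC80 TSH at 4nM final. After 2 hours at 37 deg C, antibody in lysis buffer and cAMP-d2 are added; 30 minutes at ambient temperature precede the HTRF read.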
PKM2 activator = increases activity of human pyruvate kinase M2; P14618; AID 1631; purified PKM2, Kinase-Glo ATP luminescence, activation; response scale: 0% is enzyme alone, no compound; actives 0.34% (n = 260,000); Potency, µM (series often up to 57.5 µM), without a hit: at the highest dose activation, hits mostly activators; note: potency is the fitted concentration of half-maximal effect; % is set by controls: 0 for no effect and ±100 for the full control effect; nearly all actives have a fitted effect of over 55% in size
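Purified hPK-M2 (>95%) run at intermediate activity with 0.1 mM ADP and 0.5 mM PEP in 50 mM imidazole pH 7.2, KCl, MgCl2; 1 h room temperature. ATP formed read by Kinase-Glo luminescence; normalized to uninhibited and no-enzyme controls.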
S-ASM inh = blocks human secretory acid sphingomyelinase; P17405; placental ASM, HMU-PC fluorogenic substrate, 60 min; Potency, µM (series often up to 57.5 µM), inactives show top-dose activity change, negative = inhibition, most hits filed as inhibitors; actives 0.006% (n = 340,000); AID 504937; note: potency is the fitted concentration of half-maximal effect
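Fluorescence read-out (Ex 386 nm, Em 447 nm) after stopping the reaction at pH 10. Enzyme: ASM from human placenta; substrate HMU-PC0, 9 uM final; 60 min, 37 °C. Compound preincubation 10 min, ambient temperature.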
MBNL1-CUG inh = inhibitors of human MBNL1 binding to CUG repeat RNA; TR-FRET MBNL1-His/biotin-(CUG)12 binding, 665/545 ratio; Potency, µM (top dose mostly 57.5 µM), inactives show top-dose activity change, negative = inhibition, actives largely listed as inhibitors; actives 0.036% (n = 280,000); Q9NR56; active = well fitted inhibition curve with a large enough effect in the signal ratio, with a control signal flat, not every such curve was filed as active; inconclusive = small, poorly fitted or top-dose-only effect, or effect the other way, or a change in a side signal; inactive = no such curve, though single readings can be large or run the other way; the % refers to the signal ratio; note: potency is the fitted concentration of half-maximal effect; % is set by controls: 0 for no effect and ±100 for the full control effect
Target sequence (Q9NR56 whole entry, looked up): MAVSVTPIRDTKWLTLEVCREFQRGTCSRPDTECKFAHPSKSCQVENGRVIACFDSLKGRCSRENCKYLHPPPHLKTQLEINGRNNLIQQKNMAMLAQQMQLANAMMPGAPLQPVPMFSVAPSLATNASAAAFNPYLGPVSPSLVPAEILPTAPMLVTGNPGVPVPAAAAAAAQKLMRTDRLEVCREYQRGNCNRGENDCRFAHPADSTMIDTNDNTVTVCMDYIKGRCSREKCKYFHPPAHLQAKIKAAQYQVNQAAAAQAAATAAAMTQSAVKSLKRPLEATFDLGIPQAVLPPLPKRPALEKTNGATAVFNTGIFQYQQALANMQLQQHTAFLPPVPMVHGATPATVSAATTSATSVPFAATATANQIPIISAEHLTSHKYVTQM
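Compound titration spanned 92 nM–58 uM against the MBNL1-His/biotin-(CUG)12 complex. After 60 min at room temperature with 5 nM streptavidin-XL665 and 0.055 ng/ul terbium anti-His, ratiometric 665/545 nm emission (Ex 340 nm) normalized to controls.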
USP2a inh = inhibitors of human ubiquitin-specific protease USP2a; O75604; Potency, µM (series often up to 38.3 µM), inactives show at the top dose activity change, negative = inhibition, actives largely listed as inhibitors; actives 0.01% (n = 330,000); USP2 core, Ub-CHOP2 coupled fluorogenic reporter, 485/531;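 note: potency is the fitted concentration of half-maximal effect; plate controls were DMSO wells for no effect and full inhibition by NEM control for full effect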
Target sequence (O75604 whole entry, looked up): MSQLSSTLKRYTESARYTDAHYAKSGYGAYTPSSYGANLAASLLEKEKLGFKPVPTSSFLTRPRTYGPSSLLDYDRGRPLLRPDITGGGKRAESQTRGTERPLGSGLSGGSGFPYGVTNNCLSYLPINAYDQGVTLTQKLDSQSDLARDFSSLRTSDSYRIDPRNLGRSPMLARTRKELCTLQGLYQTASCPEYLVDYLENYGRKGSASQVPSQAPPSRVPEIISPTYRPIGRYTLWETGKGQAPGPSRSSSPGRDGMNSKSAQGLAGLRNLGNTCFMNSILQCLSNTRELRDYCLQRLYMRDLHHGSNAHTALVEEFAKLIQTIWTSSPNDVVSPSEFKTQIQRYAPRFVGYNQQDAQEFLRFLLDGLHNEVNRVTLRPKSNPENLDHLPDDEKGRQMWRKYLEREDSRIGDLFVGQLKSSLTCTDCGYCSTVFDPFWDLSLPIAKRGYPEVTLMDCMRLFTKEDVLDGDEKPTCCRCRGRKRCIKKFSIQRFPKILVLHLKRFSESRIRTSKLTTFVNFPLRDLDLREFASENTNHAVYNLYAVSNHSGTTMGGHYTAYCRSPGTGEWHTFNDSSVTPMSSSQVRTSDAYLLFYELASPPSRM
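Cell-free coupled assay: 10nM USP2 core preincubated 30min RT with compound in Tris-HCl pH 8.0/CaCl2/CHAPS buffer, then 25nM Ub-CHOP2 and 25nM reporter substrate; fluorescence (Ex 485/Em 531) read after 60min RT, normalized to NEM inhibition, concentration-response curves fitted.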
KCNH2 WT inh = blocks the wildtype human KCNH2 potassium channel | Q12809 | U2OS, BacMam KCNH2, thallium flux FluxOr; hits give low values | activity change, % at 1.84 µM | actives 0.37% (n = 340,000);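 active = maximum activity change below -70%; inconclusive = maximum activity change between -70% and -50%; inactive = maximum activity change above -50%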; note: % is set by controls: 0 for no effect and ±100 for the full control effect
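U2OS cells were transduced with wild-type KCNH2 virus (2.03 x 10^8 / mL) for 4 h at room temperature, then cultured overnight at 37 C. Thallium flux was read with FluxOr dye. Rate constants were normalized to DMSO controls.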
Mito fusion yeast = blocks mitochondrial division or promotes mitochondrial fusion | S. cerevisiae fusion-defective mutant growth rescue, CellTiterGlo 48 h | Potency, µM (highest dose often 46.1 µM), without a hit: at the top dose growth rescue (activation), most hits filed as activators | actives 0.23% (n = 320,000);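 note: potency is the fitted concentration of half-maximal effect; % of control where 0% means no effect; nearly all actives have a fitted effect of over 45% in size; temperature-sensitive fusion mutants such as fzo1-1 at 37 °C on non-fermentable ethanol glycerol medium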
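Temperature-sensitive fusion-defective S. cerevisiae (e.g. fzo1-1, mgm1-5) were grown with compound in YPEG medium (3% ethanol, 3% glycerol) for 48 hours at 37C. Growth rescue was measured as viability by CellTiterGlo luminescence after 10 minutes at ambient.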
Menin-MLL TR inh = inhibitors of human menin-MLL interaction, mutant MLL peptide | O00255 | actives 0.23% (n = 270,000) | Potency, µM (series often up to 61.6 µM), for inactives: at the highest dose FP activity change, negative = inhibition, actives largely listed as inhibitors | Menin + Texas Red MLL mutant peptide, fluorescence polarization | AID 1768; active = well fitted inhibition curve with a large enough effect in the polarisation, with a control signal flat, not every such curve was filed as active; inconclusive = small, poorly fitted or top-dose-only effect, or effect the other way, or a change in a side signal; inactive = no such curve, though single readings can be large or run the other way; the % refers to the polarisation; note: potency is the fitted concentration of half-maximal effect; % of control where 0% means no effect; many of its hits are not listed in these tables
An asterisk follows results filed as active; ? = inconclusive; nt = no result given; [ ] = remark or other dose. Unless noted, calls come from the whole dose curve; as a rule, active = well fitted curve in the direction sought with a large enough effect; inconclusive = small, poorly fitted or top-dose-only effect, or another doubt; inactive = no such curve, though single readings can be large; an effect the other way counts as inactive or inconclusive.

1: Cc1ccccc1OCC(=O)N(Cc1ccco1)c1c(N)n(Cc2ccccc2)c(=O)[nH]c1=O
2: CC1(C)Cc2ccccc2-c2nc3ccccc3c(=O)n21
3: O=S(=O)(Nc1nc(-c2sccc2Cl)cs1)c1cc(Cl)ccc1Cl
4: COc1ccc(C#Cc2ccc3c(c2)c(=O)c2ccccc2n3C)cc1
5: COc1cccc(OC)c1C(=O)OCC(=O)NCc1ccco1
6: O=C(CNC(=O)C1COc2ccccc2O1)N/N=C\c1cccc(O)c1 (stereo not drawn)
7: COC(=O)c1ccccc1-c1ccc(/C=N/NC(N)=O)o1
8: Cc1ccc(S(=O)(=O)N2CCC(C(=O)OCC(=O)N3CCc4ccccc43)CC2)cc1
Assay by compound	1	2	3	4	5	6	7	8
Eya2 inh	-6%	-3%	16%	-7%	1%	0%	-32%	-3%
GALK inh	nt	2%	-19%	nt	nt	0%	1%	-2%
BCR signal inh	2%	6%	7%	?	2%	14%	-2%	1%
TSHR antagonist	4	nt	3	-12	31	6	6	-14
PKM2 activator	nt	-18%	0%	-1%	nt	-1%	0%	-3%
S-ASM inh	9%	-3%	-2%	nt	4%	2%	62%[activator]	-2%
MBNL1-CUG inh	nt	-2%	12%	0%	nt	nt	?	1%
USP2a inh	1%	-5%	?	-5%	0%	4%	2%	2%
KCNH2 WT inh	5	1	2	-7	-7	2	6	24
Mito fusion yeast	0%	7%	-5%	1%	-2%	-4%	-3%	7%
Menin-MLL TR inh	nt	2%	nt	5%	nt	-2%	nt	6%

Arranged by SMILES length (smallest number first): 3 of the compounds above.
2: CC1(C)Cc2ccccc2-c2nc3ccccc3c(=O)n21
7: COC(=O)c1ccccc1-c1ccc(/C=N/NC(N)=O)o1
6: O=C(CNC(=O)C1COc2ccccc2O1)N/N=C\c1cccc(O)c1 (stereo not drawn)
Assay by compound	2	7	6
Eya2 inh	-3%	-32%	0%
GALK inh	2%	1%	0%
BCR signal inh	6%	-2%	14%
TSHR antagonist	nt	6	6
PKM2 activator	-18%	0%	-1%
S-ASM inh	-3%	62%[activator]	2%
MBNL1-CUG inh	-2%	?	nt
USP2a inh	-5%	2%	4%
KCNH2 WT inh	1	6	2
Mito fusion yeast	7%	-3%	-4%
Menin-MLL TR inh	2%	nt	-2%

The list goes on:
9: Cn1c(=O)c2c(SCc3c(F)cccc3Cl)nc(CC(C)(C)C)nc2n(C)c1=O
10: CCOC(=O)C1(C)C=C(Nc2ccccc2)C(=O)N1c1ccccc1 (stereo not drawn)
11: c1ccc(-c2nnnn2-c2ccccc2)cc1
12: CN(C(=O)c1ccc(OC2CCN(Cc3ccccn3)CC2)cc1)C1CCCCC1
13: Cc1ccc(/C=N/NC(=O)c2ccc(NC(=O)c3ccccc3Cl)cc2)o1
14: COCCNC(=O)CSc1nc2cc(OC)c(OC)cc2c(=O)n1CCC1=CCCCC1
15: Cc1ccn2cc(CCNC(=O)COc3ccccc3)nc2c1
16: CCc1ccc(N2C(=O)CN(CC(=O)OC)C2=S)cc1
Assay by compound	9	10	11	12	13	14	15	16
Eya2 inh	10%	0%	10%	4%	-11%	-2%	-12%	-1%
GALK inh	0%	-1%	-2%	-2%	0%	0%	-1%	-1%
BCR signal inh	7%	?	-3%	3%	?	?	-6%	?
TSHR antagonist	6	24	6	20	-4	0	-4	-10
PKM2 activator	4%	10%	3%	-2%	1%	9%	-1%	3%
S-ASM inh	-8%	-2%	-1%	5%	0%	-2%	1%	1%
MBNL1-CUG inh	3%	-9%	1%	-2%	12%	38%[activator]	-7%	1%
USP2a inh	2%	0%	1%	-1%	0%	1%	0%	-1%
KCNH2 WT inh	1	3	1	10	2	-7	11	5
Mito fusion yeast	3%	-2%	-2%	-9%	-9%	-4%	0%	-2%
Menin-MLL TR inh	14%	13%	-15%	nt	2%	-10%	nt	5%

17: Cc1ccc(C)c(OCCn2cc(C(=O)O)c3ccccc32)c1
18: Cc1cc(C)c2c(N)c(C(=O)Nc3ccccc3Br)sc2n1
19: CCCCc1nc(SCC(=O)Nc2ncccn2)n[nH]1
20: Cc1cc(C)nc(Nc2n[nH]c(Cc3ccccc3)n2)n1
21: Cc1ccn2c(C(=O)N/N=C\c3cccs3)c(C)nc2c1
22: CCCCC1CCC(C(=O)Nc2ccc(S(=O)(=O)Nc3nccs3)cc2)CC1 (stereo not drawn)
23: N#Cc1ccc(OCC(=O)OCC(=O)Nc2ccc(N3CCOCC3)cc2)cc1
24: O=C(NCCN1CCCCCC1)C1CC(=O)N(CCc2ccccc2)C1 (stereo not drawn)
Assay by compound	17	18	19	20	21	22	23	24
Eya2 inh	-14%	3%	11%	-3%	15%	15%	-23%	5%
GALK inh	-2%	3%	-4%	-3%	1%	-2%	nt	-2%
BCR signal inh	?	5%	3%	4%	?	?	0%	-8%
TSHR antagonist	-5	-5	14	17	8	5	-10	22
PKM2 activator	-1%	1%	0%	0%	-1%	-1%	nt	-3%
S-ASM inh	-19%	nt	0%	nt	4%	?	1%	2%
MBNL1-CUG inh	0%	4%	8%	-6%	?	-5%	nt	1%
USP2a inh	9%	-1%	0%	0%	3%	?	3%	0%
KCNH2 WT inh	2	-4	-14	nt	6	-23	1	-9
Mito fusion yeast	24%	4%	-3%	-1%	0%	0%	-4%	-3%
Menin-MLL TR inh	32%[activator]	-7%	-6%	-8%	0%	?	nt	15%

25: CC(=O)N1CCCc2ccc(NS(=O)(=O)c3ccc(C)cc3)cc21
26: COc1ccc(OCC(=O)NN2Cc3ccccc3C2=N)cc1
27: S=C(Nc1ccc(Cl)cc1)N(CCCN1CCOCC1)Cc1ccco1
28: O=[N+]([O-])c1ccc(N/N=C2\CC3CC=CC23)cc1 (stereo not drawn)
29: Cc1cc(Nc2ccc(C)c(C)c2)c2ccccc2n1
30: NS(=O)(=O)c1ccc(NC(=S)NC(=O)c2ccc3c(c2)OCO3)cc1
31: COc1ccc2cc3cc(C(=O)N4CCN(c5ccccn5)CC4)oc3nc2c1
32: CN1CCN(S(=O)(=O)c2ccc(NC(=O)COc3ccccc3)cc2)CC1
33: CCNC(=O)N1CCC(n2nccc2NC(=O)CCCc2ccccc2)CC1
Assay by compound	25	26	27	28	29	30	31	32	33
Eya2 inh	18%	-16%	-13%	-27%	-8%	1%	13%	1%	2%
GALK inh	nt	-1%	2%	-1%	4%	16%	0%	1%	8%
BCR signal inh	?	1%	?	?	-10%	-13%	6%	-1%	-1%
TSHR antagonist	-4	2	-1	-13	-2	-6	-14	4	17
PKM2 activator	nt	-3%	0%	-11%	-1%	4%	nt	1%	0%
S-ASM inh	-1%	-2%	5%	-24%	-3%	-2%	-3%	4%	0%
MBNL1-CUG inh	nt	-14%	nt	18%	13%	3%	15%	-7%	2%
USP2a inh	2%	3%	5%	0%	2%	2%	0%	2%	-7%
KCNH2 WT inh	-12	-7	19	-4	17	-18	-24	7	-4
Mito fusion yeast	0%	0%	-2%	-5%	-6%	0%	?	11%	-1%
Menin-MLL TR inh	nt	0%	-9%	?	9%	?	-9%	1%	nt

This is a subset, so the mix of outcomes need not match the whole.
